VLA-4 allo ag: enhancers of LDV-FITC binding to VLA-4 integrin, primary screen, Jurkat cells, flow cytometry | Integrin alpha-4 (Homo sapiens), P13612 | activation, % at 10 µM (by protocol) | 24,000 tested, under 10 active | AID 528, 2006;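 active = fluorescent ligand binding to cells raised by more than 40% of the manganese-induced maximum; inconclusive = compound's own fluorescence above 85% of the ligand control signal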;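 also: 0% = ligand binding without compound and 100% = manganese-stimulated maximal binding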
Target sequence (P13612 whole entry, looked up): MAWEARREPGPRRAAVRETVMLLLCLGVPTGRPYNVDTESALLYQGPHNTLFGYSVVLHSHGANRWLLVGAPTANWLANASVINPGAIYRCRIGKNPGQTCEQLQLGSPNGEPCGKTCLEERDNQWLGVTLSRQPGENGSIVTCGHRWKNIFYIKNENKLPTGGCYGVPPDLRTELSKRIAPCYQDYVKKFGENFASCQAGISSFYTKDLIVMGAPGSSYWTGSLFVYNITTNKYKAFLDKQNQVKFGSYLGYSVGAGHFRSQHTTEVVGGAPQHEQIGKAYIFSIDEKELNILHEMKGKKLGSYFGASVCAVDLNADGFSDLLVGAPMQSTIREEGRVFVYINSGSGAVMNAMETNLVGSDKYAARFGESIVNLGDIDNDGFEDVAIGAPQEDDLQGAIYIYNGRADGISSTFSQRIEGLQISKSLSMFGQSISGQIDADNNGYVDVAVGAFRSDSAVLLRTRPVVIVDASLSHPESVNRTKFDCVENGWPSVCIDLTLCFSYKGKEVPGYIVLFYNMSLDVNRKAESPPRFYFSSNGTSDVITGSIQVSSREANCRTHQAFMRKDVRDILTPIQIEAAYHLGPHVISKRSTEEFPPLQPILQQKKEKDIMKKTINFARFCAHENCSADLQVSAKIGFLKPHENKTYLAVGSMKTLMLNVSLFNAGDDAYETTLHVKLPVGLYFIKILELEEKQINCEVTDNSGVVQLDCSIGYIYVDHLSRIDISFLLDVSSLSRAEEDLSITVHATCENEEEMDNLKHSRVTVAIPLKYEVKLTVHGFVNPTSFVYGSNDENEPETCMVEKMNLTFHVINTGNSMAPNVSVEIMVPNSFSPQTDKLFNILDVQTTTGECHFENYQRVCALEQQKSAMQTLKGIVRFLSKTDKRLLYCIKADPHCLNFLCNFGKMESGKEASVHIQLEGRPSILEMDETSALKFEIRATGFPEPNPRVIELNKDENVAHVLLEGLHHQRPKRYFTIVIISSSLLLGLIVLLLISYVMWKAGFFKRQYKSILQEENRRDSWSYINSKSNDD
VLA-4 antagonist: inhibitors of LDV-FITC binding to Mn2+-activated VLA-4, primary screen, Jurkat cells; 0.2% of 24,000 active; Integrin alpha-4 (Homo sapiens), P13612; inhibition, % at 10 µM (by protocol); LDV-FITC binding with Mn2+, flow cytometry; 100% = Mn2+-driven binding gain fully reversed;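 active = inhibition above 50%; inconclusive = compound itself fluorescent, judged against control cell fluorescence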;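 also: 0% = Mn2+ stimulated cells lacking compound and 100% = ligand binding without Mn2+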
Jurkat autofluor: compound autofluorescence on Jurkat cells, primary screen, artefact control for VLA-4 allosteric ligand project, cell-based, flow cytometry; stronger effect = higher value; 1 = vehicle-only cell background; 0.61% of 24,000 active; fluorescence ratio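 (tested at 10 µM compound in the well)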;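 active = fluorescence ratio above 2.44, which is 1 plus 3 SD of all ratios; inconclusive = signal too bright to measure linearly, ratio around 10 or more; inactive = fluorescence ratio below 2.44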;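 also: green fluorescence of cells measured with 488 nm excitation and 530 nm emission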
LNCaP diff act: activators of LNCaP prostate cell differentiation, primary screen, flow cytometry side scatter; 4 d; side scatter shift, % at 10 µM; 0.56% of 24,000 active;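 active = side scatter shift above 30%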;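 also: androgen-responsive LNCaP prostate cancer cells in charcoal-stripped serum medium; percent of cells past a gate set so DMSO wells show 10% shift; higher shift means more granular cells and more differentiation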
* marks the source's active call; other numbers are inactive results; ? = inconclusive; . = no result given.

LNCaP diff act	VLA-4 allo ag	VLA-4 antagonist	Jurkat autofluor	compound
4	0	-12	0.99	COCCOC(=O)C1=C(C)NC(C)=C(C(=O)OC(C)C)C1c1cccc([N+](=O)[O-])c1 (stereo not drawn)
3	-7	13	1	COC(=O)c1cc2oc3ccccc3c2n1Cc1ccccn1
15	4	-1	1.1	CCOc1cccc(C2c3c(oc4ccccc4c3=O)C(=O)N2c2ccccn2)c1 (stereo not drawn)
7	-6	-4	1.1	Cc1n[nH]c(C)c1S(=O)(=O)Nc1ccc2c(c1)OCCO2
9	2	12	1.1	Cc1ccnc(NC(=O)CCCOc2cc(=O)n(C)c3ccccc23)c1
6	-8	-12	0.91	CCOCCCNC(=O)CC1Oc2ccc(C)cc2NC1=O (stereo not drawn)
13	0	0	1.1	COc1cccc(-n2nnc3c(=O)n(Cc4ccc(Br)cc4)cnc32)c1
8	-8	?	1.1	O=C(Cn1c(=O)n(CCCC(=O)NC2CCCC2)c(=O)c2ccccc21)NCCC1=CCCCC1
7	2	-9	1.1	COC(=O)c1nc2n(n1)C(c1ccc(OC)c(OC)c1)C(C(=O)OC1CCCCC1)=C(C)N2 (stereo not drawn)
3	-2	-1	1	CCS(=O)(=O)N1CCCC(C(=O)N2CCc3ccccc3C2)C1 (stereo not drawn)
12	5	-22	1	CCOC(=O)c1cccnc1SCC(=O)NC(C)CC (stereo not drawn)
16	5	5	1	CCCCCNC(CC(=O)Nc1ccc(OC)cc1)C(=O)O (stereo not drawn)
8	-5	5	0.95	CC(C)(O)C#Cc1ccc(C(=O)N2CCN(C(=O)c3ccco3)CC2)cc1
3	3	-9	0.97	CCN1CCN(C(c2cccs2)C(C)NC(=O)c2ccccc2)CC1 (stereo not drawn)
3	6	9	1.1	O=C(NCC(c1cccnc1)N1CCOCC1)c1ccc2c(c1)OCO2 (stereo not drawn)

Remaining list, next part
LNCaP diff act	VLA-4 allo ag	VLA-4 antagonist	Jurkat autofluor	compound
10	-3	0	1.1	CCN(CC)Cc1csc(C(N)=O)c1
4	-1	-11	1	COC(=O)c1ccccc1NC(=O)C(CCS(C)(=O)=O)NC(C)=O (stereo not drawn)
4	1	11	1.1	COc1ccc(C(=O)c2oc3ccc(OC)cc3c2N)cc1
11	?	?	1.2	CCOC(=O)c1c(-c2cccs2)csc1NC(=O)CCCC(=O)O
4	1	1	1.1	COCCSc1ccccc1C(=O)Nc1nncs1
10	?	?	1.1	Cc1cc(C)n(-c2nc3ccccc3nc2N2CCOCC2)n1
16	4	-2	1.1	COc1ccc(CNC(=O)c2c(O)c3cccc4c3n(c2=O)CCC4)cc1OC
10	-3	15	1.1	Cc1ccc(C2CC(c3ccco3)n3nc(N)nc3N2)cc1 (stereo not drawn)
12	6	-20	1.1	Nc1ncnc2nc(SCCN3CCCCC3)[nH]c12
4	1	-4	1	CC1=C(C(=O)N(C)CCC#N)C2(CCCCC2)OC1=O
8	5	-3	1	CCn1c(SCC(=O)N2CCOCC2)nc2c(c1=O)SC(C)C2 (stereo not drawn)
15	-1	-3	0.97	O=C(c1cc2n(n1)C(C(F)(F)F)CC(c1ccc(F)cc1)N2)N1CCCC1 (stereo not drawn)
4	-2	21	1	CCOc1ccc(NC(=O)c2ccc3c(c2)N(Cc2ccc(F)cc2)C(=O)CS3=O)cc1 (stereo not drawn)
7	-3	-12	1	CCCN(CCC)CCCNC(=O)CC(C(=O)N1CCc2ccccc21)n1ccnc1 (stereo not drawn)
5	-1	-14	1	COc1cc(NC(=O)Nc2cccc(Cl)c2)c(OC)cc1NC(=O)CN1CCCCC1

More structures follow:
LNCaP diff act	VLA-4 allo ag	VLA-4 antagonist	Jurkat autofluor	compound
19	1	-18	1.1	Cc1cc(NC(=O)CSCCc2ccncc2)no1
14	-2	18	1.1	OC(Cn1nnc2ccccc21)Cn1c(C(F)(F)F)nc2ccccc21 (stereo not drawn)
7	4	-2	1	COc1ccccc1CNC(=O)Cn1cc2c(n1)CCCC2
3	-2	13	1	COc1ccc(OC)c(CNC(=O)C2CCN(C(=O)N(C)C)CC2)c1
6	?	?	1.2	CCCOc1ccc2oc(=O)c3c(c2c1)CCCN3C(=O)CN1CCCC(C(=O)OCC)C1 (stereo not drawn)
2	3	-1	1.1	Cc1cccc(C)c1NC(=O)Nc1cccs1
9	-1	11	1.1	Cc1cccc(C)c1OCC(O)Cn1ccnc1C (stereo not drawn)
7	1	3	1.1	C[N+](C)(C)CCNC(=O)c1c(O)c2c([nH]c1=O)CCCC2
10	1	-7	1.1	CCS(=O)(=O)N1CCC(C(=O)OCC(=O)c2ccc(Br)cc2)CC1
5	4	-19	0.99	CCOC(=O)N1CCN(C(=O)Nc2ccc3oc(C)nc3c2)CC1
2	3	15	0.98	COc1ccc(CNC(=O)CS(=O)Cc2nc(-c3ccc(C)cc3)oc2C)cc1 (stereo not drawn)
1	2	-15	1.1	O=C(Oc1ccc(Cl)c2cccnc12)N1CCOCC1
6	-2	-7	1.1	O=C(O)C1CCN(C(=O)NC2CCCCC2)CC1
7	5	6	0.99	CCOC(=O)N1CCC(NC(=O)CCN2C(=O)COc3ccccc32)CC1
8	4	4	1.1	O=C(C1CCN(S(=O)(=O)N2CCOCC2)CC1)N1CCN(Cc2ccc3c(c2)OCO3)CC1

Part of the list above, as comma-separated lines:
compound,LNCaP diff act,VLA-4 allo ag,VLA-4 antagonist,Jurkat autofluor
Cc1cccc(C)c1OCC(O)Cn1ccnc1C (stereo not drawn),9,-1,11,1.1
C[N+](C)(C)CCNC(=O)c1c(O)c2c([nH]c1=O)CCCC2,7,1,3,1.1
CCS(=O)(=O)N1CCC(C(=O)OCC(=O)c2ccc(Br)cc2)CC1,10,1,-7,1.1

Carrying on.
LNCaP diff act	VLA-4 allo ag	VLA-4 antagonist	Jurkat autofluor	compound
8	4	0	1.1	Cc1ccc(S(=O)(=O)NCC(c2cccnc2)N(C)C)cc1 (stereo not drawn)
2	1	6	1.1	O=C(NC1CCCCCCC1)C1CCC(CNc2c(N3CCCC3)c(=O)c2=O)CC1 (stereo not drawn)
10	4	-1	1	Cc1ccc(S(=O)(=O)NCC2CCC(C(=O)NCCCN3CCOCC3)CC2)cc1 (stereo not drawn)
9	3	-4	1	Cc1ccc(N2C(N)=C(C#N)C(c3cccnc3)C3=C2CCCC3=O)cc1 (stereo not drawn)
2	-1	15	0.92	O=C(CN1CCN(S(=O)(=O)c2cc(Cl)ccc2Cl)CC1)Nc1ccc2c(c1)OCCO2
5	9	1	0.94	CCCOc1ccc(C2c3c(oc4cc(C)c(C)cc4c3=O)C(=O)N2CCCN2CCOCC2)cc1 (stereo not drawn)
6	2	-14	1.1	COCc1nnc(NS(=O)(=O)c2ccc(Br)cc2)s1
30*	-6	8	1.1	CC1(C)CC(=O)c2cc(OCC(=O)NCCCN3CCN(c4ccccc4F)CC3)ccc2O1
4	-2	2	1.1	Cc1cc2c(cc1C)-c1nnnn1C(C)(C)C2
9	-4	11	1	COC(=O)CNC(=O)CCCCC(=O)NCC(=O)OC
4	2	-2	1.7	CCOc1ccc2c(O)csc2c1
8	0	2	1.1	COc1cc(C(=O)N2CCN(C(=O)CC(C)C)CC2)cc(OC)c1OC
5	3	-26	0.92	Cc1ccc(SCC(=O)NCCN2C(=O)CSC2=O)c(C)c1
13	0	-6	1.1	CC(C)NC(=O)c1ccccc1NC(=O)CCS(=O)(=O)Cc1ccccc1
22	1	9	0.99	CC(C)(C)n1nc2c(c1NC(=O)c1ccc(Br)o1)CS(=O)C2 (stereo not drawn)

The list goes on.
LNCaP diff act	VLA-4 allo ag	VLA-4 antagonist	Jurkat autofluor	compound
3	-3	-15	1.1	COc1ccc(S(=O)(=O)Cc2ccc(C(=O)NCc3ccco3)o2)cc1
3	?	?	1.9	CCC1CCCCN1C1Sc2ccc(C(=O)OC)cc2NC1=O (stereo not drawn)
3	9	-9	0.94	COc1ccc(CNC(=O)CCc2nc(-c3ccccc3F)no2)c(OC)c1
5	5	13	1.1	Cc1cccc(-n2c(=O)[nH]c3c(C(N)=O)nc(CC(C)C)nc32)c1
7	2	-3	1.1	CC1CCN(Cc2ccc(NC(=O)CC3Oc4ccccc4NC3=O)cc2)CC1 (stereo not drawn)
7	3	4	0.93	CCCCC(CC)CNC(=O)CCS(=O)(=O)c1cccc2nsnc12 (stereo not drawn)
4	-1	-6	1.1	Cc1cc(C)c2nc(N3CCCC(C(=O)N4CCC(C(N)=O)CC4)C3)sc2c1 (stereo not drawn)
6	1	7	1.1	CCOCC(=O)Nc1c(C(=O)OCC)oc2ccccc12
15	-4	0	0.99	CC1(C(=O)NCc2cccnc2)CCC(=O)N1CCc1ccccc1 (stereo not drawn)
13	-11	28	1.2	COc1cccc(-c2cc(C(=O)N3CCN(Cc4ccccc4)CC3)no2)c1
5	2	-10	1	CN(CCNC(=O)c1ccc(N2CCCC2=O)cc1)CCc1ccccc1
9	6	-35	1.1	COCCn1c(=O)[nH]c2cc(C(=O)N3CCN(Cc4ccc5c(c4)OCO5)CC3)ccc2c1=O
6	6	-2	0.95	O=C(NCCCN1CCOCC1)c1ccc(CNS(=O)(=O)c2ccc(F)cc2)cc1
2	2	-2	0.99	CC(C)(C)OC(=O)N1CCC(c2c(C(=O)O)cnn2-c2ccccc2)CC1
12	1	-14	1	Cc1ccc(CNC(=O)c2ccc(NS(=O)(=O)c3c(C)noc3C)cc2)cc1

Following part:
LNCaP diff act	VLA-4 allo ag	VLA-4 antagonist	Jurkat autofluor	compound
11	-2	-10	1	CCN1CCN(CCNC(=O)c2cn(C(C)c3ccccc3F)nn2)CC1 (stereo not drawn)
12	-1	-7	1.1	O=C(C1CC1)N1CCc2cc(S(=O)(=O)N3CCOCC3)ccc21
7	-11	-2	1	CCOc1cc(C2c3c(n[nH]c3C)C(=O)N2c2ccc(Br)cc2)ccc1O (stereo not drawn)
15	-2	8	1	Cn1c(C(=O)NCCCN2CCCCCC2)cc2c(=O)n(C)c3ccccc3c21
8	0	-6	1.1	COc1ccc(S(=O)(=O)N2CCN(CC(=O)Nc3ccc(C)c(F)c3)CC2)cc1
20	0	3	1.1	O=C(NCc1ccccc1)c1noc2c1CCCC2
4	4	-12	1	COCCCN(C)C1CCN(C(=O)Nc2ccc(F)cc2)CC1
12	-15	37	1	CN(C(=O)c1ccccc1Cl)c1ccccc1
10	-5	-17	1.1	O=C(c1cccn2c(=O)c3ccccc3nc12)N1CCN(Cc2ccc3c(c2)OCO3)CC1
10	1	-11	1	COC(=O)c1cc(NC(=O)c2nccnc2C(=O)O)cc(C(=O)OC)c1
10	-1	-8	0.97	CC(=O)Nc1ccc(OCC(O)Cn2nc(C)nc2C)cc1 (stereo not drawn)
3	2	-6	1	O=C(Nc1ccccc1)c1cnc2n(c1=O)CCS2
2	?	?	1.2	N#CCSc1nc2cc(C(=O)N3CCC(C(N)=O)CC3)ccc2c2nc3ccccc3n12
.	3	19	0.98	COc1cc2[nH]c(=O)n(Cc3ccc(C(=O)NC4CCCC4)cc3)c(=O)c2cc1OC
4	-5	17	1.1	Cc1ccc2oc(=O)c3cc(C(=O)N4CCN(C(=O)c5ccco5)CC4)sc3c2c1

Five entries out of the list above, ordered by the number in LNCaP diff act, lowest first.
LNCaP diff act	VLA-4 allo ag	VLA-4 antagonist	Jurkat autofluor	compound
5	4	-19	0.99	CCOC(=O)N1CCN(C(=O)Nc2ccc3oc(C)nc3c2)CC1
7	-3	-12	1	CCCN(CCC)CCCNC(=O)CC(C(=O)N1CCc2ccccc21)n1ccnc1 (stereo not drawn)
8	4	0	1.1	Cc1ccc(S(=O)(=O)NCC(c2cccnc2)N(C)C)cc1 (stereo not drawn)
10	-3	0	1.1	CCN(CC)Cc1csc(C(N)=O)c1
12	1	-14	1	Cc1ccc(CNC(=O)c2ccc(NS(=O)(=O)c3c(C)noc3C)cc2)cc1

The list goes on.
LNCaP diff act	VLA-4 allo ag	VLA-4 antagonist	Jurkat autofluor	compound
11	?	?	1.2	Cc1c(C(=O)N2CCCCC2)oc2ccc(S(=O)(=O)N3CC(C)CC(C)C3)cc12 (stereo not drawn)
2	3	-1	1	COc1ccc(S(=O)(=O)Cc2ccc(C(=O)N3CCC(C(N)=O)CC3)o2)cc1
11	-5	21	1.1	CCOc1ccc(CCNC(=O)C(C)n2nc(C)n3c(cc4occc43)c2=O)cc1OCC (stereo not drawn)
11	-2	1	1	CCCNC(=O)NCCc1c(C)[nH]c2ccccc12
9	?	?	0.9	O=C(C(Cc1ccccc1)n1cccc1)N1CCN(Cc2ccccc2)CC1 (stereo not drawn)
12	2	6	1.1	CCC(C)n1[nH]c(=O)c2c(C)cc(C)nc21 (stereo not drawn)
1	-2	19	0.96	COc1cccc(NC2c3ccccc3C(=O)N2Cc2ccco2)c1 (stereo not drawn)
9	7	0	0.97	CCOc1ccc(C2CC(c3ccccc3C)n3nc(N)nc3N2)cc1 (stereo not drawn)
16	-6	11	1.1	Cc1c2c(nc3c(C(=O)NC4CCCC4)cnn13)CCCC2
2	?	?	1.1	CC(=O)Nc1cc(C(=O)O)ccc1S(=O)(=O)c1ccc(C)cc1
8	?	?	1	CC1CN(S(=O)(=O)c2ccc(NC(=O)CCN3C(=O)c4ccccc4C3=O)cc2)CC(C)O1 (stereo not drawn)
5	-2	0	1	O=C1CC2(CCCCC2)Oc2ccc(OCC(=O)N3CCOCC3)cc21

Screening data from PubChem BioAssay.

This is a subset (hit frequency here may not be typical).
